# Bioassay records: PubChem BioAssay, National Center for Advancing Translational Sciences (NCATS)
# CHX counter: Cycloheximide Counterscreen for Small Molecule Inhibitors of Shiga Toxin. hit rate 12% among 300,000. cell reporter, cycloheximide protein synthesis inhibition counterscreen. max response, %. AID 2314, 2010; in the data active = max response mostly above about 13%, no sharp cut-off; inactive = mostly below about 14%; note: read at 38.3 µM for the half of the compounds with a filed dose; 0% is about no effect
# Shiga toxin inh: A qHTS for Small Molecule Inhibitors of Shiga Toxin; inhibition, % at 38.7 µM; hit rate 9.2% among 290,000; Vero cells, Shiga toxin protein synthesis inhibition reporter; in the data active = inhibition mostly above about 28%, no sharp cut-off; inactive = mostly below about 43%; note: 0% is about no effect
# Sm TGR inh: qHTS Assay for the Inhibitors of Schistosoma Mansoni Peroxiredoxins; purified TGR, DTNB reduction, TNB absorbance 405 nm; hit rate 3% among 360,000; Potency, µM (top dose mostly 114 µM), without a hit: at the top dose activity change, negative = inhibition, hits mostly inhibitors; AID 485364, 2010; note: potency is the fitted concentration of half-maximal effect; % is set by controls: 0 for no effect and ±100 for the full control effect; nearly all actives have a fitted effect of over 60% in size
#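 Kinetic colorimetric format: TGR-catalysed, NADPH-driven DTNB reduction monitored via TNB absorbance. Enzyme dispensed at 20 nM; compound exposure 15 min at room temperature before reaction start.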
# Pf growth 96h: Primary qHTS for delayed death inhibitors of the malarial parasite plastid, 96 hour incubation | hit rate 6.9% among 320,000 | P. falciparum luciferase reporter growth, 96 h | Potency, µM (series often up to 28.7 µM), for inactives: at the highest dose activity change, negative = inhibition, most hits filed as inhibitors; note: potency is the fitted concentration of half-maximal effect; % is set by controls: 0 for no effect and ±100 for the full control effect
#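 P. falciparum expressing integrated firefly luciferase, in erythrocytes at 2% hematocrit, 0.05% parasitemia, incubated with compounds 96 h at 37 C, 5% CO2. Growth inhibition read as loss of luminescence; two-generation exposure targets delayed-death apicoplast inhibitors.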
# FBPA Giardia inh: qHTS Assay for Inhibitors of Fructose-1,6-bisphosphate Aldolase from Giardia Lamblia | purified Giardia FBPA | Potency, µM (highest dose often 59.6 µM), inactives show top-dose activity, negative = inhibition, actives largely listed as inhibitors | hit rate 0.71% among 290,000 | AID 2451, 2010; note: potency is the fitted concentration of half-maximal effect; % is set by controls: 0 for no effect and ±100 for the full control effect; nearly all actives have a fitted effect of over 55% in size
# Target sequence (A8B2U2 whole entry, looked up): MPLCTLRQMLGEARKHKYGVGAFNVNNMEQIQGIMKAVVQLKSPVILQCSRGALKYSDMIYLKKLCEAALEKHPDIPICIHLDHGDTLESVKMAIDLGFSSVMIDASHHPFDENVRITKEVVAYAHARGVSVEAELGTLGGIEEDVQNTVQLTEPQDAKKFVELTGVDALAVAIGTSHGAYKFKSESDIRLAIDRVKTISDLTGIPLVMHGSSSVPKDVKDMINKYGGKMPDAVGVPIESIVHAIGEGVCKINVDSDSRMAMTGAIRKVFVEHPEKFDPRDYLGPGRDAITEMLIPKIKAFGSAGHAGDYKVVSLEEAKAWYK
#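 Giardia FBPA (40 nM reagent) was preincubated 10 min at RT with compound (up to 57.5 uM final), then substrate plus GAPDH/TPI/NAD/arsenate coupling system with diaphorase/resazurin was added; resorufin fluorescence (525/598 nm) was read after 20 min.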
# Pf growth 48h: Primary qHTS for delayed death inhibitors of the malarial parasite plastid, 48 hour incubation; P. falciparum luciferase growth in erythrocytes, 48 h; Potency, µM (doses to about 28.7 µM), without a hit: at the highest dose activity change, negative = inhibition, actives largely listed as inhibitors; AID 504832, 2011; hit rate 5.9% among 310,000; note: potency is the fitted concentration of half-maximal effect; % is set by controls: 0 for no effect and ±100 for the full control effect
#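 Parasite viability was followed by luminescence of a genomically integrated firefly luciferase. Cultures held 0.1% parasitemia at 2% hematocrit (final), incubated under 5% CO2 at 37 C.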
# * marks the source's active call; other numbers are inactive results; i = inactive; u = inconclusive; x = not tested or not shown; [ ] = another dose, or the depositor's remark. Unless noted, calls come from the whole dose curve; as a rule, active = well fitted curve in the direction sought with a large enough effect; inconclusive = small, poorly fitted or top-dose-only effect, or another doubt; inactive = no such curve, though single readings can be large; an effect the other way counts as inactive or inconclusive.
SMILES,CHX counter,Shiga toxin inh,Sm TGR inh,Pf growth 96h,FBPA Giardia inh,Pf growth 48h
CCC(C)n1cnc2c(c1=O)c1nc3ccccc3nc1n2-c1ccc2c(c1)OCCO2 (configuration not stated),-1,3,0%,13µM*,-3%,14%
COc1cc(NC(=O)c2cc(-c3ccccc3Cl)on2)cc(OC)c1OC,1,-5,-2%,12µM*,-3%,0%
COc1cc(NC(=O)c2cccc(C)c2)c(OC)cc1NC(=O)CN1CCCCC1,-1,-25,0%[57.1 µM],20%,-5%,-25%
COc1ccc(C(NC(=O)CN2CCCCCC2)c2ccc(OC)cc2)cc1,-2,-8,0%,u,-11%,u
COc1cccc(NC(=S)NCc2ccc(F)cc2)c1,14*,24,-23%,u,6%,u
COc1ccc(OCCOC(=O)CNC(=O)c2cccc(C)c2)cc1,x,x,-7%,3%,x,22%
COc1ccccc1NC(=O)N1CCCC1C(=O)NCC1CCCO1 (configuration not stated),4,-10,x,21%,5%,9%
NC(=O)c1ccccc1N/C=C/C(=O)c1ccc(Cl)cc1Cl,33*,72*,1%,201%[activator],2%,i
Cc1ccc(Sc2c([N+](=O)[O-])c(=O)n(C)c3ccccc23)cc1,10*,11,2µM*,188%[activator],-5%,u
COc1ccc(CNc2ncc(-c3ccccc3)n2C)c2ccccc12,11,16,-28%,u,u,0%
Cc1ccc(Cn2c(SCCN3CCCCC3)nc3c2c(=O)[nH]c(=O)n3C)cc1,-4,-8,1%,3.7µM*,u,-14%
O=C(COc1ccc(S(=O)(=O)N2CCCC2)cc1)NCc1cccnc1,-4,-2,-3%,12%,8%,-14%

# Record cards, as listed above. Values in the order: CHX counter | Shiga toxin inh | Sm TGR inh | Pf growth 96h | FBPA Giardia inh | Pf growth 48h
# COc1ccc(OCCOC(=O)CNC(=O)c2cccc(C)c2)cc1 is listed with x | x | -7% | 3% | x | 22%
# Cc1ccc(Sc2c([N+](=O)[O-])c(=O)n(C)c3ccccc23)cc1 is listed with 10* | 11 | 2µM* | 188%[activator] | -5% | u

# Remaining list, next part:
SMILES,CHX counter,Shiga toxin inh,Sm TGR inh,Pf growth 96h,FBPA Giardia inh,Pf growth 48h
Nc1ccc(N2CCOCC2)c(Cl)c1,-1,-9,u,u,-9%,-16%
Cc1ccc(S(=O)(=O)Nc2ccccc2/C=N/c2nc3ccccc3n2C(C)C)cc1,-3,-9,-15%,u,-25%,-5%
CCNC(=S)NNC(=O)Cn1c(=O)c2c(ncn2CCOC)n(Cc2ccccc2)c1=O,-11,-6,-8%,u,-28%,-14%
CCCc1nnc(SCC(=O)Nc2ccc3c(c2)OCCO3)n1CCOC,1,5,-2%,0%,-6%,11%
CC1CCN(C(=O)C2CCN(CCCc3ccccc3)CC2)CC1,1,-15,7%,x,u,u
Cc1nn(Cc2ccccc2Cl)c(Cl)c1/C=C/C(=O)OCC(=O)NC(N)=O,-4,8,0%,34%[activator],0%,x
CSc1ccc(S(=O)(=O)NCC(=O)OCC(=O)NCC2CCCO2)cc1[N+](=O)[O-] (configuration not stated),x,x,-3%,18%,x,2%
C=CCn1c(CNC(=O)c2ccccc2F)nnc1SCC(=O)N1CCOCC1,-2,-5,7%,u,-1%,21%
COc1ccc(-n2cccc2C=O)cc1OC,-3,25,0%,14%,3%,28%
O=C(CCN1C(=O)c2ccccc2C1=O)NC(=S)Nc1ccccc1Cl,0,-1,-33%,93%[activator],-2%,-5%
Cc1ccc(OCCCC(=O)NC2CCCCC2)cc1,6,-4,40µM*,u,-1%,12%
O=C(N/N=C/c1ccc(OC(=O)c2ccccc2)c([N+](=O)[O-])c1)c1ccc(O)cc1,6,12,1%,61%[activator],-10%,10%
O=c1c(-c2c(O)cc(O)c3c(=O)cc(-c4ccc(O)cc4)oc23)c(-c2ccc(O)cc2)oc2cc(O)cc(O)c12,-3,-6,58%,40%,-10%,-2%
Cc1ccccc1CN(CC1CCC(C(=O)O)CC1)C(=S)Nc1ccccc1F (configuration not stated),1,-5,-2%,0%,9%,7%
O=S(=O)(Nc1ccc(O)c(Sc2nc3ccccc3s2)c1)c1ccc(F)cc1,9,-16,-18%,-28%,2%,-12%
O=C(Cn1nc(-c2ccccc2)ccc1=O)NCc1ccc(F)cc1,26,28,-4%,-20%,0%,18%
COc1ccc(NC(=O)c2cc3c(=O)n4ccccc4nc3n2C)c(OC)c1,15,37,u,u,4%,26%
COCCn1cc(C(=S)N2CCOCC2)c2ccccc21,0,5,1%,-8%,-15%,x
Cc1ccccc1-c1nc(CS(=O)(=O)CC(=O)Nc2cc(F)ccc2F)c(C)o1,-2,-2,u,u,-2%,19%
Cc1cccc2c1cnn2C(=O)CCC(=O)N1CCC(C)CC1,7,12,-1%,-27%,13%,-2%
Cc1cc(OC(C)C(=O)Nc2ccccc2C(=O)N2CCCC2)ccc1Cl (configuration not stated),-4,-10,0%,8%,3%,-13%
COc1cccc(N2CC(O)=C(c3nc4ccccc4c(=O)[nH]3)C2=N)c1,-3,2,18%,u,-5%,u
CCOC(=O)c1cc2c(ccn2C)n1Cc1ccccc1C,-1,-5,7%,u,-28%,u
Cc1ccc(NC(=S)NNC(=O)c2nn(C)cc2Cl)cc1,19*,15,2%,87%[activator],6%,114%[activator]
CCOc1ccccc1NS(=O)(=O)c1ccc(OC)c(OC)c1,2,3,-17%,43%[activator],1%,-16%
O=C(NCC1CCCO1)c1nn2c(C(F)(F)F)cc(-c3cccs3)nc2c1Br (configuration not stated),-6,-2,-5%,0%,-8%,-7%
CCOC(=O)c1csc(NC(C)=O)n1,28*,28,9%,u,7%,82%[activator]
Cc1ccc(S(=O)(=O)NCc2cn3ccsc3n2)c(C)c1,3,12,16%,u,-22%[12.9 µM],u
CCN(CC)C(=O)C1CCCN(Cc2ccc(OC)c(C)c2C)C1 (configuration not stated),-4,-11,-11%,-10%,-19%,13%
Cc1cc(-c2nnc(SCC(=O)Nc3ccccc3)n2C)no1,-1,3,7%,5%,-3%,0%
O=C(NCCCN1CCOCC1)c1ccccc1-c1ccccc1,-1,-3,25%,x,4%,-1%
CC(C)(C)N1C(=O)c2ccc(C(=O)Nc3nccs3)cc2C1=O,31*,57*,2%,57%[activator],7%,0%
COc1cc2c(O)c3c(c(-c4ccc5c(c4)OCO5)c2cc1OC)C(=O)OC3,-2,17,0%,-17%,-5%,u
CCOC(=O)C1(C)NC(c2ccco2)C2C(=O)N(C)C(=O)C21 (configuration not stated),-3,3,0%,8%,0%,7%
CC(=O)c1ccc(OC(=O)C2c3ccccc3Oc3ccccc32)cc1,4,-19,-3%,-3%,0%,5%
CCN(CC(=O)Nc1ccc(NC(C)=O)cc1)C(=O)Cc1ccccc1F,-3,-12,-1%,40%[activator],6%,39%[activator]
Cc1cc(C)c(S(=O)(=O)Nc2cccc(/C=C/C(=O)O)c2)c(C)c1,0,2,-21%,4%,-10%,4%
CCOc1ccc(N=C2NC(=O)CS2)cc1,-4,x,6%,4%,-7%,-4%
C/C=C/c1ccc(OCCOc2cc(C=O)ccc2OC)c(OC)c1,52*,62*,-12%,u,-5%,155%[activator]
CCOC(=O)c1ccc(CC(=O)c2ccc(O)c(O)c2O)o1,1,-14,u,30%,11µM*,u
COc1ccc(Cc2noc(CN3CCN(c4ccc(Cl)cn4)CC3)n2)cc1OC,5,13,x,-12%,-2%,u
COc1cccc(C(=O)COC(=O)C(C)N2C(=O)c3ccccc3C2=O)c1 (configuration not stated),-4,1,-1%,x,4%,23%
CCN(C(=O)CSc1nnc(-c2ccncc2)n1-c1ccccc1)C1CCS(=O)(=O)C1 (configuration not stated),5,-5,-9%,22%,-1%,-2%
CN(C)/N=C/c1ccc(OS(=O)(=O)c2ccccc2)cc1,47*,64*,17%,5%,-11%,114%[activator]
O=S(=O)(Cc1nnnn1-c1ccccc1)c1ccccc1,0,-12,-23%,-15%,x,10%
COc1ccc2c(c1)C(c1ccccc1)NC(=O)C2 (configuration not stated),x,x,-23%,79%[activator],x,5%
O=C(c1ccc2nc(-c3ccco3)c(-c3ccco3)nc2c1)N1CCN(c2ccccc2)CC1,-2,18,35µM*,x,u,-5%
CCn1c(SCC(=O)Nc2cc(C)on2)nnc1-c1ccncc1,-7,-3,-21%,x,3%,14%

# A different layout for some results above.
compound: COc1cccc(C(=O)COC(=O)C(C)N2C(=O)c3ccccc3C2=O)c1 (configuration not stated)
  CHX counter: -4
  Shiga toxin inh: 1
  Sm TGR inh: -1%
  Pf growth 96h: x
  FBPA Giardia inh: 4%
  Pf growth 48h: 23%
compound: CCN(C(=O)CSc1nnc(-c2ccncc2)n1-c1ccccc1)C1CCS(=O)(=O)C1 (configuration not stated)
  CHX counter: 5
  Shiga toxin inh: -5
  Sm TGR inh: -9%
  Pf growth 96h: 22%
  FBPA Giardia inh: -1%
  Pf growth 48h: -2%
compound: CN(C)/N=C/c1ccc(OS(=O)(=O)c2ccccc2)cc1
  CHX counter: 47*
  Shiga toxin inh: 64*
  Sm TGR inh: 17%
  Pf growth 96h: 5%
  FBPA Giardia inh: -11%
  Pf growth 48h: 114%[activator]
compound: O=S(=O)(Cc1nnnn1-c1ccccc1)c1ccccc1
  CHX counter: 0
  Shiga toxin inh: -12
  Sm TGR inh: -23%
  Pf growth 96h: -15%
  FBPA Giardia inh: x
  Pf growth 48h: 10%

# The list goes on.
SMILES,CHX counter,Shiga toxin inh,Sm TGR inh,Pf growth 96h,FBPA Giardia inh,Pf growth 48h
Cc1ccc(Cl)cc1NC(=S)N(CCN(C)C)C(C)c1ccccn1 (configuration not stated),16,11,1%,44%[activator],0%,-7%
COC(=O)C1=C(Nc2ccc(C)cc2)C=C(C)C(C(=O)OC)C1c1ccc(OC)cc1 (configuration not stated),5,-11,1%,u,-5%,4.1µM*
O=C(NCc1ccccc1CN1CCCC1)c1cccc(S(=O)(=O)N2CCCC2)c1,x,x,-5%,u,x,u
CN(CC(=O)NC1CCCCC1)S(=O)(=O)c1ccc(Cl)cc1,-3,-1,-4%,x,15%,19%
Cc1cccc(-c2nnc(SCC(=O)NC3CCCC3)o2)c1,-3,26,-5%,-1%,6%,58%[activator]
O=C(NC1CCCCC1)C(=S)NC1CCCCC1,1,-1,x,56%[activator][5.75 µM],-1%,34%[activator]
CN(CC(=O)Nc1cccc(F)c1)C(=O)c1cn(-c2ccccc2)nc1-c1ccccc1,-3,18,6%,u,x,-26%
S=C(NCc1ccc2[nH]c3c(c2c1)CCCC3)Nc1ccccc1Cl,2,15,-24%,-15%,-10%,-26%
CCC(=O)N1c2ccc(S(=O)(=O)NCc3ccco3)cc2CC1C (configuration not stated),20,13,u,100%,-6%,44%[activator]
O=C(CCCCCNC(=O)c1ccccc1)N=Nc1c(O)[nH]c2c(Br)cc(Br)cc12,-2,-12,-9%,0%,0%,12µM*
CC1=NN(c2ccccc2)C(=O)/C1=C\c1sccc1C,11,-4,5%,0%,-11%,0%
